SIRT5 block: sirtuin-5 (human) deacylase inhibition; Q9NXA8; Purified SirT5, succinyl-peptide AMC, trypsin-coupled fluorescence; inhibition, % at 15 µM; actives 1.1% (n = 330,000); in the data active = inhibition above about 15%; inconclusive = no clear call, values can overlap the other calls
Target sequence (Q9NXA8 whole entry, looked up): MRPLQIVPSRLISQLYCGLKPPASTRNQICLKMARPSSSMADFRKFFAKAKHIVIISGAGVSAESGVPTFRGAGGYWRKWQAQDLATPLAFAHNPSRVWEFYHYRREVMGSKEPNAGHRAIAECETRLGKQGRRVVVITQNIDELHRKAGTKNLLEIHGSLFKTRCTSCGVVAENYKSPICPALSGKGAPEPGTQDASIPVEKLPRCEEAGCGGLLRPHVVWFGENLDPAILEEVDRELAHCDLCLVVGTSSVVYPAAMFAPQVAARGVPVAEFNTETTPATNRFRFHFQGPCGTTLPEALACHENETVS
PglD DTNB: blocks C. jejuni PglD acetyltransferase activity | inhibition, % at 12.5 µM | purified PglD enzyme, DTNB colorimetric CoA detection | actives 0.098% (n = 360,000); in the data active = inhibition above about 16%, passing the limit was not always enough; inconclusive = no clear call, values can overlap the other calls; also: strong numbers were not always called active
E-sel inducer: induces E-selectin expression in human endothelial cells. HUVEC E-selectin immunofluorescence imaging; normalized: neutral wells 0, TNF-alpha wells 100. activation, % at 7.58 µM. actives 0.37% (n = 260,000). AID 686992;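 active = mean E-selectin-positive cell signal at least 10% of the positive control, reached in at least 60% of replicates, without over 20% cell loss; inconclusive = no rule given, readout overlaps actives, possibly toxicity-flagged; inactive = the rest, including those meeting only one limit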;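 also: in these data hits start at about 27%; measured in HUVEC primary endothelial cells; signal is the percent of cells scored E-selectin positive by PE staining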
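Read-out: % PE-positive cells | Test system: HUVEC | Doses: One compound dose added by pin transfer | Buffer or medium: EGM-2 over gelatin coat | Signal: Immunofluorescence imaging | Benchmarks: TNF-alpha, DMSO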
DENV2 CPE rescue: inhibitors of DENV2 cytopathic effect | DENV2-infected cells, cytopathic effect rescue, plate reader | AID 651640 | actives 1.7% (n = 350,000) | CPE inhibition, % at 9.99 µM; in the data active = CPE inhibition above about 20%, passing the limit was not always enough; inconclusive = no clear call, values can overlap the other calls; tested in BHK-21 cells;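 also: 0% = median of neutral control wells and 100% = median of positive control wells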
C2C12 statin: suppression of simvastatin myotoxicity; C2C12 myotubes + simvastatin, ATP luminescence, 48 h; scaled: DMSO 0, geranylgeraniol control 100; rescue of ATP level, % at 7.49 µM; actives 0.78% (n = 330,000); AID 602340;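 active = mean ATP rescue above about 67%, or every replicate alone reaching that limit, limit read from the data, passing the limit was not always enough; inconclusive = no clear call, values can overlap the other calls; inactive = mean under the limit and some replicate under it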;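 also: myotubes were challenged with 10 µM simvastatin during compound exposure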
S100A4 MyoIIA: blocks human S100A4 binding to myosin IIA peptide. inhibition, % at 10.7 µM. actives 0.14% (n = 360,000). AID 652163. P26447. S100A4/TAMRA-MyoIIA peptide fluorescence polarization;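 active = mean inhibition of at least 70% across replicates, with every replicate also reaching that level; inconclusive = mean inhibition reaches 70% but some replicates fall short; inactive = mean inhibition below 70%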
Target sequence (P26447 whole entry, looked up): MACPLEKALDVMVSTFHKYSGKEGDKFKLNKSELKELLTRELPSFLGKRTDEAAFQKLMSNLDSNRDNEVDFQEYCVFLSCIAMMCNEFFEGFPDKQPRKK
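assay system = human S100A4 monomer with TAMRA-labelled myosin IIA peptide | also added = labelled myosin peptide probe, 5 nM | incubation = 5 min between mix addition and reading | control set = DMSO and TFP controls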
ERp5 inh: blocks human ERp5 reductase activity on insulin. Q15084. ERp5 insulin aggregation, absorbance 650 nm, 90 min. inhibition, % at 9.99 µM. actives 0.05% (n = 350,000). AID 651711;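 active = mean replicate inhibition above about 25%, with every replicate also reaching it, limit read from the data, passing the limit was not always enough; inconclusive = only one of those two criteria met; inactive = neither criterion met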
Target sequence (Q15084 whole entry, looked up): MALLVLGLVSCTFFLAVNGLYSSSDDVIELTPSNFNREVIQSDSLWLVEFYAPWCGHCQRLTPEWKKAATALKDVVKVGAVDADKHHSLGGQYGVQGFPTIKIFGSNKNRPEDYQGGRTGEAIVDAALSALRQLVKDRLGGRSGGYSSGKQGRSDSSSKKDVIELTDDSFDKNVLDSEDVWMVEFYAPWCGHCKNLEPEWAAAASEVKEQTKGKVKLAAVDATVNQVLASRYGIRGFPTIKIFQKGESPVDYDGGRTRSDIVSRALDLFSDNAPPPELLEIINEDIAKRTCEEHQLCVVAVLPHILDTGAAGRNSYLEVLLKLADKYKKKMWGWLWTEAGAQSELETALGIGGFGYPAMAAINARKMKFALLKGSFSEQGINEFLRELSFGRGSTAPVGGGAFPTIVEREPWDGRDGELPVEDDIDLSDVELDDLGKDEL
* hit, by the source's call; ? = inconclusive; . = not tested or not shown; & = joins results of further samples. This is a subset (hit frequency here may not be typical).

SMILES	SIRT5 block	PglD DTNB	E-sel inducer	DENV2 CPE rescue	C2C12 statin	S100A4 MyoIIA	ERp5 inh
CC(=O)C(Cc1ccccc1)NC(=O)CN1CCc2ccccc2C1 (stereo not drawn)	-2	.	0.1	-7	.	3	-2
Cc1ccc(NS(=O)(=O)c2cccc(C(=O)NCC(c3ccco3)N3CCCCC3)c2)cc1 (stereo not drawn)	0	-2	0.4	-6	.	-34	8
COc1ccccc1CNC(=O)COC(=O)c1ccc(N2CCCC2=O)cc1	-3	3	.	11	6	-5	9
COc1ccc(C)cc1NC(=O)C(Sc1nnnn1C)c1ccccc1 (stereo not drawn)	1	2	-0.1	14	4	-3	?
CC(C)c1ccccc1NC(=O)COC(=O)c1c2c(nc3ccccc13)CCN(Cc1ccccc1)C2	0	.	1.3	.	.	-6	6
Cc1ccc(S(=O)(=O)N(C)C[C@H]2OCCCC[C@@H](C)Oc3ccc(NC(=O)Nc4ccc5c(c4)OCO5)cc3C(=O)N([C@@H](C)CO)C[C@H]2C)cc1	1	0	.	-2	.	-5	-6
C/C(=N\NC(=O)c1c[nH]c2ccccc12)c1ccccn1	5	.	0.4	1	.	-4	12
COc1ccccc1CNS(=O)(=O)c1c(C)nc2sccn2c1=O	1	-2	0.0	-1	1	0	-1
COc1ccc(CNC(=O)C[C@H]2C=C[C@H](NC(=O)CN(C)C)[C@@H](CO)O2)cc1	7	-1	-0.1	8	4	-8	-1
Nc1nc(N)nc(Cc2ccccc2O)n1	.	-3	0.0	-10	10	4	1
C[C@@H]1CN([C@H](C)CO)S(=O)(=O)c2ccc(C#CCN(C)C)cc2O[C@@H]1CN(C)Cc1ccccc1	-4	-3	-0.2	16	2	-11	-10
CO[C@@H]1CN(C)C(=O)c2ccc(NS(=O)(=O)CC(F)(F)F)cc2OC[C@H](C)N(C(=O)c2ccc3c(c2)OCO3)C[C@H]1C	1	1	-0.6	14	3	5	0
CC(C)Cc1nnc(NC(=O)CCC(=O)NCc2ccccc2Cl)s1	-6	.	.	4	.	2	0
CC(C)OC(=O)Nc1ccc2c(c1)N(C(=O)CCN1CCOCC1)c1ccccc1CC2	-2	.	.	6	.	7	6
C/C(=N\NC(=O)c1nnn(-c2nonc2N)c1-c1ccc(Cl)c(Cl)c1)c1ccncc1	0	3	.	?	0	-7	2
COc1ccc(-c2cnc3c(NC=O)cc(-c4cc(OC)c(OC)c(OC)c4)cn23)cc1OC	3	-3	-0.4	0	-46	7	-1
Cc1ccc(OCCNC(=O)c2cccc(S(=O)(=O)NCc3ccccc3)c2)cc1	1	-5	.	7	-72	1	3
Cc1ccc(NS(=O)(=O)c2cc(C(=O)NCc3ccccn3)ccc2Cl)cc1	-1	-3	.	1	4	-4	-3
O=C(O)Cc1cccc2c(=O)cc(-c3ccccc3)oc12	1	.	-0.1	?	.	-5	7
CCOc1ccccc1NC(=O)Cn1c(=O)oc2ccccc21	-3	-10	.	8	10	1	-3
CN1C(=O)c2cccc(NC(=O)C3CCCCC3)c2C1=O	-4	1	0.0	0	.	1	-6
O=c1[nH]nc(Cc2ncc(C(F)(F)F)cc2Cl)c2ccccc12	0	-5	-0.2	-4	7	3	3
COc1ccc(C(=O)Nc2ccccc2C(=O)N2CCOCC2)cc1	-1	0	.	-1	9	18	0
COc1ccc(CNC(=O)CSc2cc(=O)n(C)c3ccccc23)cc1	-5	.	.	-1	.	-3	1
COc1ccc(NC(=O)c2cc(S(=O)(=O)N3CCCC3)c[nH]2)cc1	2	-1	0.0	?	17	-12	2
CC(C)C#Cc1cnc2c(c1)C(=O)N([C@@H](C)CO)C[C@@H](C)[C@@H](CN(C)C(=O)c1ccccn1)O2	-2	-1	-2.9	13	3	-30	-3
COc1cc(OC)cc(C2=NCCN2)c1	-2	.	0.3	1	.	3	1
O=C1OCCN1CCNCc1cn(-c2ccc(F)cc2)nc1-c1ccccc1Cl	-2	.	1.6	7	.	-4	-1
CC(=O)N[C@@H]1CC[C@@H](CCNC(=O)Nc2ccc(C(F)(F)F)cc2)O[C@H]1CO	4	-1	-0.2	-1	-4	-4	-1
COCC(=O)N(C)C[C@@H]1Oc2cc(-c3ccc(OC)cc3)ccc2S(=O)(=O)N([C@@H](C)CO)C[C@@H]1C	5	4	0.0	7	0	1	-1
C=CCNC(=S)NNC(=O)CC12CC3CC(CC(C3)C1)C2	-1	5	0.0	8	.	0	1
CC1(C)OC(=O)C(=CNCC(=O)NCC(=O)O)C(=O)O1	-1	3	.	.	2	-7	14
CC(=O)Nc1ccc(NC(=O)C(NC(=O)c2ccc(Cl)cc2)C(C)C)cc1 (stereo not drawn)	-1	-4	.	-3	-6	-4	3
O=C(CO/N=C/c1ccc(OC(F)F)cc1)NC1CCCCCC1	2	.	0.6	-6	.	-11	-5
COCCNC(=O)COc1ccc(N(C)S(=O)(=O)c2ccc3ccccc3c2)cc1	-1	-2	.	?	-7	-3	4
CC(=O)NC(NC(=S)Nc1ccc(S(N)(=O)=O)cc1)C(Cl)(Cl)Cl (stereo not drawn)	0	-1	0.6	9	1	0	8
COc1ccc(-c2ccc3c(c2)O[C@@H](CN(C)C)[C@H](C)CN([C@@H](C)CO)S3(=O)=O)cc1	-1	1	-0.1	-4	-3	2	-4
CN(CC(=O)Nc1ccc(Cl)cc1)S(=O)(=O)c1cccc2cccnc12	.	1	.	0	10	7	-5
CCCC1=Nc2cc(C(=O)NCCN3CCCC3)ccc2Sc2ccccc21	-7	5	.	14	-1	-10	0
CNC(=O)C1CN(C(=O)c2cccc(S(=O)(=O)N3c4ccccc4CC3C)c2)c2ccccc2O1 (stereo not drawn)	-1	5	-0.1	7	-3	-2	4

Gathered by group: the compounds so far containing two or more sulfur atoms
SMILES	SIRT5 block	PglD DTNB	E-sel inducer	DENV2 CPE rescue	C2C12 statin	S100A4 MyoIIA	ERp5 inh
COc1ccccc1CNS(=O)(=O)c1c(C)nc2sccn2c1=O	1	-2	0.0	-1	1	0	-1
CC(=O)NC(NC(=S)Nc1ccc(S(N)(=O)=O)cc1)C(Cl)(Cl)Cl (stereo not drawn)	0	-1	0.6	9	1	0	8

(list continues)
SMILES	SIRT5 block	PglD DTNB	E-sel inducer	DENV2 CPE rescue	C2C12 statin	S100A4 MyoIIA	ERp5 inh
CCN(CC)C(=O)Cn1cc(S(=O)(=O)Cc2cccc([N+](=O)[O-])c2)c2ccccc21	0	-2	.	3	-3	-2	-5
COCCn1c(SCC(=O)Nc2sccc2C(N)=O)nnc1-c1ccncc1	.	.	-0.7	-5	.	2	-2
COC(=O)c1ccc2nc(-c3cccc(Cl)c3)c(CC3CCCCC3)n2c1	-4	.	0.5	?	.	1	3
Cc1noc(C)c1NC(=O)Nc1ccc2c(c1)C(=O)N([C@H](C)CO)C[C@H](C)[C@@H](CN(C)Cc1ccccc1)OCCCC[C@H](C)O2	0	6	-0.1	2	.	-24	-1
Cc1cccc(-c2ccc([C@@H]3[C@@H](CO)N4CCCCN(C(=O)c5ccc6c(c5)OCO6)C[C@H]34)cc2)c1	4	4	0.5	-31	3	4	5
COc1ccc(Nc2nnc(-c3ccccc3)c3ccccc23)cc1C(=O)N1CCCCC1	2	-2	.	-2	12	2	-4
COc1cc(CCCN2C(N)=NC[C@@H]2Cc2ccc(O)cc2)cc(OC)c1OC	1	-3	-0.1	4	25	9	-2
Oc1c(Cl)c(Cl)c2ncccc2c1Cl	2	.	0.0	14	-4	-2	4
Cc1ccc(S(=O)(=O)NC2CC2)cc1	0	4	.	-6	19	9	-4
Cc1cccc(C)c1NC(=O)NN1C(C)CCCC1C (stereo not drawn)	-2	.	-0.1	-2	.	1	0
COc1ccc(NC(=O)C/C(C)=N/NC(=O)c2ccncc2)c([N+](=O)[O-])c1	1	1	.	-1	0	-8	-3
C[C@@H]1CCCCO[C@H](CN(C)C(=O)Cc2ccccc2)[C@@H](C)CN([C@@H](C)CO)C(=O)c2cc(NC(=O)c3ccccc3)ccc2O1	4	-1	.	-2	.	-11	8
COc1ccc(CN([C@H](CO)CC(C)C)S(=O)(=O)N(Cc2ccccc2)[C@H](CO)CC(C)C)cc1	.	0	0.3	?	-4	1	3
c1ccc2c(c1)ccc1nnnn12	-4	1	-0.9	-2	5	3	-7
O=S1(=O)C[C@H](N2CC[C@@H](O)C2)[C@@H](COCc2ccccc2)N1	-3	-2	9.4	6	4	5	-1
C/C(=N/NC(=O)c1cc(-c2cccc([N+](=O)[O-])c2)n[nH]1)c1cccc(O)c1	0	.	.	-3	.	-3	4
CCC(=O)N1CC2(C1)[C@@H](c1ccc(-c3ccc(F)cc3)cc1)[C@H](CO)N2C(C)=O	0	.	0.3	-3	.	1	2
CCC(=O)N1[C@H](CO)[C@H](c2ccc(-c3cccc(F)c3)cc2)[C@H]1CNC(C)=O	.	0	-0.1	-11	11	.	.
O=C(CSc1nc2ccccc2c(=O)n1-c1ccc(F)c(Cl)c1)Nc1ccc2c(c1)CCC2	0	-2	-0.3	7	18	-4	2
CSc1ccc(CCNS(=O)(=O)c2c(C)[nH]c(C)c2C(=O)N2CCCCC2)cc1	-2	2	.	5	1	4	3
O=C(CSc1nc(-c2ccccc2)c(-c2ccccc2)o1)NC1CCS(=O)(=O)C1 (stereo not drawn)	-3	.	.	-3	.	2	-1
Nc1cccnc1Oc1ccc(F)cc1F	.	.	.	3	.	-3	3
CCOC(=O)N1CCN(C(=O)c2ccc(OCC)cc2)CC1	7	.	-3.4	8	.	-3	-5
C[C@H](NC(=O)C[C@@H]1CC[C@@H]2[C@H](COC[C@H](O)CN2Cc2ccc(C(F)(F)F)cc2)O1)c1ccccc1	-4	-2	-0.1	6	36	-5	5
Cc1cccc(-n2ncc3c(=O)[nH]c(SCC(=O)NCCC4=CCCCC4)nc32)c1	-3	0	.	-5	-1	0	0
Cc1ccc(CN(C(=O)c2cccs2)C2CCS(=O)(=O)C2)cc1 (stereo not drawn)	-1	-1	0.0	-12	-4	-2	4
C/C=C/c1ccc(C2[C@H]3CNC[C@@H]2N3S(=O)(=O)c2cccc(OC)c2)cc1 (stereo partly drawn)	-2&-3	.	0.1&-0.7	12&-3	.	-21&-25	-2&1
COc1ccc(N(C(=O)c2cnccn2)C(C(=O)NCc2ccccc2)c2ccc(O)cc2)cc1 (stereo not drawn)	0	-3	0.2	6	-4	-3	1
CC(=O)Nc1ccc(OCCCN2CCC(C(O)(c3ccccc3)c3ccccc3)CC2)cc1	-4	.	0.9	34*	.	6	2
CCN1CCN(Cc2ccc(NC(=O)Nc3ccccc3OC)cc2)CC1	.	1	.	10	-17	4	1

Copied from the list.
COc1ccc(N(C(=O)c2cnccn2)C(C(=O)NCc2ccccc2)c2ccc(O)cc2)cc1 (stereo not drawn) in S100A4 MyoIIA reads -3
COc1ccccc1CNC(=O)COC(=O)c1ccc(N2CCCC2=O)cc1 in DENV2 CPE rescue reads 11

Continued.
SMILES	SIRT5 block	PglD DTNB	E-sel inducer	DENV2 CPE rescue	C2C12 statin	S100A4 MyoIIA	ERp5 inh
CCCNC(=O)C[C@H]1C[C@H]2c3cc(NS(=O)(=O)c4ccc(F)cc4)ccc3O[C@H]2[C@H](CO)O1	1	-2	-0.5	-3	-7	-8	6
COc1cc(Nc2ccn3nccc3n2)cc(OC)c1OC	.	-2	0.2	23*	3	-29	7
CN(C(=O)c1ccccc1C(=O)OCC(=O)Nc1ccc(OC(F)F)cc1)c1ccccc1	-5	3	4.3	3	-7	-1	-3
CN1C(=O)c2cc(NC(=O)c3cccc(F)c3)ccc2OC[C@H]2O[C@H](CC(=O)NCc3ccccc3Cl)CC[C@@H]21	1	1	0.0	-6	-10	7	7
Cc1nc(C(C)NC(=O)c2ccc(OC3CCN(Cc4ccccn4)CC3)cc2)c(C)s1 (stereo not drawn)	1	-2	.	-2	13	13	3
C[C@H](CO)N1C[C@H](C)[C@@H](CN(C)S(=O)(=O)c2cccc(F)c2)OCc2ccccc2-c2ccccc2C1=O	.	3	-0.3	.	14	.	.
CCSc1nnc(N2C(=O)CC(c3ccsc3)C3=C2CC(C)(C)CC3=O)s1 (stereo not drawn)	-1	2	-0.1	-3	1	-3	2
